# CIT2-GFP yeast – modulators of TOR pathway CIT2-GFP in S. cerevisiae | S. cerevisiae CIT2-GFP strain, flow cytometry, 3 h; 100 means same as DMSO wells | GFP response vs DMSO, % at 10 µM | 0.065% of 320,000 active | AID 2029;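 active = GFP response relative to DMSO above a set limit, near the screen mean plus 3 SD, cut at about 150% in these data; inconclusive = Fewer than 70 cells measured for a yeast strain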;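 also: ratio of well median GFP fluorescence to mean of DMSO wells on the plate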
# Yeast superoxide – yeast age-related superoxide inhibition as caloric restriction mimetic; AID 2690; 0.18% of 330,000 active; S. cerevisiae aged cells, superoxide DHE fluorescence; active compounds read low; superoxide response (% of plate mean), % at 10 µM;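 active = superoxide response under a set limit, about three screen SD below normal, cut at about 65% in these data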;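 also: yeast aged for seven days with compound at 30 °C before DHE staining; 100% = average MFI of all compound-treated wells on the plate with controls excluded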
# MEP2 TOR yeast – alters MEP2-GFP fluorescence in TOR pathway yeast screen; GFP response vs DMSO, % at 10 µM; 0.51% of 330,000 active; S. cerevisiae MEP2-GFP strain, flow cytometry GFP, 3 h; 100% = DMSO control level;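 active = GFP response versus DMSO above a set limit, roughly screen mean plus 3 SD, cut at about 180% in these data; inconclusive = fewer than 70 cells counted for a yeast strain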;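 also: median GFP fluorescence of the barcode-gated MEP2-GFP cells per well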
# AGP1 TOR yeast – yeast TOR pathway AGP1-GFP modulation; S. cerevisiae AGP1-GFP multiplex flow cytometry, 3 h; GFP as percent of DMSO wells; GFP response vs DMSO, % at 10 µM; 0.02% of 320,000 active;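 active = GFP response relative to DMSO above a set limit, near screen average plus 3 SD, cut at about 150% in these data; inconclusive = fewer than 70 cells counted for the yeast strain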;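 also: median GFP channel fluorescence of the gated AGP1 strain per well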
# RPL19A-GFP yeast – modulators of TOR pathway RPL19A-GFP in S. cerevisiae. 0.3% of 330,000 active. percent response vs DMSO, % at 10 µM. AID 2025. S. cerevisiae RPL19A-GFP strain, flow cytometry, 3 h; active compounds read low;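 active = percent response vs DMSO below 50%; inconclusive = fewer than 70 events counted for the yeast strain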;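 also: median channel GFP fluorescence of the barcoded RPL19A-GFP strain; ratio of sample median GFP to plate DMSO average so 100% = DMSO; lower means less RPL19A-GFP as with rapamycin TOR inhibition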
# Efflux pump mplx – antifungal efflux pump inhibition, Nile Red retention; S. cerevisiae Candida pump triplex; inhibition, % at 10 µM; 0.44% of 330,000 active;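 active = plate passing quality check with inhibition over a set limit, or well fluorescence over plate mean plus 4 SD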;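 also: Nile Red retained in pooled yeast measured as flow cytometry median fluorescence; 0% = buffer negative control and 100% = Enniatin B positive control; higher means more Nile Red kept so more efflux inhibition; some compounds called inactive have numbers as strong as hits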
# AHR activator – activators of human aryl hydrocarbon receptor; AID 2796; 2.5% of 320,000 active; activation, % at 5 µM; AHR-responsive luciferase reporter cells, luminescence; in the data active = activation above about 47%;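 also: 0% = vehicle wells and 100% = reference agonist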
# LAP4 TOR yeast – alters LAP4-GFP fluorescence in TOR pathway yeast screen | S. cerevisiae LAP4-GFP multiplex, flow cytometry GFP, 3 h; median GFP as percent of DMSO wells | GFP response vs DMSO, % at 10 µM | 0.34% of 320,000 active | AID 2023;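 active = GFP response vs DMSO above a set limit, about the screen mean plus 3 SD, cut at about 150% in these data; inconclusive = under 70 cell events counted for the yeast strain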
# * marks the source's active call; other numbers are inactive results; ? = inconclusive; · = not tested or not shown; [ ] = dose if it differs, or a comment. The order is random (roughly 3.9% active in at least one column).
SMILES,CIT2-GFP yeast,Yeast superoxide,MEP2 TOR yeast,AGP1 TOR yeast,RPL19A-GFP yeast,Efflux pump mplx,AHR activator,LAP4 TOR yeast
C/C(=N\NC(=O)c1ccc(N(C)C)cc1)c1ccc(C)cc1C,102,96,104,99,105,-0.1,31,99
CN(C)CCN(Cc1ccc(Cl)cc1)c1ccccn1,93,99,99,97,102,-0.1,-2,101
Cc1ccc2c(CC(=O)N3CCN(S(=O)(=O)c4ccc5c(c4)OCCO5)CC3)coc2c1,97,98,101,98,99,-0.1,3,102
Cc1nn(-c2ccccc2)c(C)c1C(=O)OCC(=O)Nc1ccccc1C(F)(F)F,87,102,95,98,96,0.5,0,100
Cc1ccc(-n2ncc3c(=O)n(CC(=O)N(C)C)cnc32)cc1C,104,91,105,99,102,-0.1,16,86
COC(=O)c1cc(NC(=O)C2CC=CCC2C(=O)O)cc(C(=O)OC)c1 (configuration not stated),104,94,105,105,105,-0.1,2,102
CN(C(=O)COC(=O)c1ccc2ccccc2n1)C1CCCCC1,109,112,114,108,106,0.1,18,96
C[C@@]12C(=O)Nc3ccc(Br)cc3C(=O)N1[C@H]1c3cc(Br)ccc3OC[C@@H]1[C@@H]2c1ccccc1,101,105,92,89,105,0.8,4,119
COc1cc(OC)cc(C(=O)NC2CCN(Cc3nnnn3Cc3cccs3)CC2)c1,99,107,98,98,100,0.0,4,96
COCc1cc(C)nc(N2CCN(Cc3ccccc3)CC2)c1C#N,90,115,138,96,95,0.4,4,97
CCN1C(=O)C(CC(=O)N2CCN(C(c3ccccc3)c3ccccc3)CC2)N(CC)C1=O (configuration not stated),116,108,102,98,99,0.0,12,107
CCCc1cc2c(=O)c(-c3ccc4c(c3)OCCO4)c(C)oc2cc1OS(C)(=O)=O,106,82,105,113,106,0.1,1,108
Cn1c(=O)[nH]c2sc3c(c2c1=O)CC(C)(C)OC3,113,106,102,105,103,-0.2,3,96
O=c1c(-c2ccc(Cl)cc2)[n+]([O-])c2ccccc2n1OCc1ccccn1,92,100,95,93,90,0.0,-1,87
CCOc1ccc(C(=O)NCC(=O)NNC(=O)c2cc(C)oc2C)cc1OCC,78,116,94,93,91,0.3,2,91
COC(=O)C1C/C(=N\NS(=O)(=O)c2ccc(C)cc2)c2ccccc2C1 (configuration not stated),100[may fluoresce green],97,101[may fluoresce green],101[may fluoresce green],103[may fluoresce green],2.6,-2,98[may fluoresce green]
COC(=O)Cc1ccc(NC(=S)NCc2ccc(OC)cc2)cc1,·,93,94,86,89,0.1,-1,84
CC1SC(=S)N(c2ccc(N(C)C)cc2)C1=O (configuration not stated),101,97,97,106,103,0.0,9,102
Fc1ccccc1NC(=S)N/N=C/c1ccccc1Br,101,90,99,94,98,-0.1,124*,100
Cc1ccc(/C=N/NC(=O)c2ccncc2)s1,97,106,104,101,101,0.3,24,111
Cc1ccc(S(=O)(=O)c2nc(S(C)(=O)=O)sc2N2CCCC2)cc1,112,82,116,108,106,0.0,2,104
O=C(CSc1nc2ccccc2[nH]1)N1CCCCC1,104,92,107,104,99,0.0,-4,102
CN(Cc1cccnc1)C(=O)CC1C(=O)NCCN1CC(c1ccccc1)c1ccccc1 (configuration not stated),109,97,103,100,106,0.0,1,85
CC(O)c1nc2c(c(=O)n(C)c(=O)n2C)n1C (configuration not stated),108,106,100,110,103,-0.1,-1,108
O=C(NC(=S)NCc1ccccc1)c1ccccc1,94,101,98,91,101,-0.1,-1,94
O=C(c1ccc2c(=O)n3c(nc2c1)CCCCC3)N1CCN(c2ccccc2)CC1,100,98,104,106,98,0.1,-1,104
CCc1cccc(CC)c1N(COC)C(=O)Cn1nnc2ccccc21,97,111,96,96,96,-0.2,4,93
O=C(CNC(=O)c1cccc(Br)c1)NCCc1nc2ccccc2[nH]1,98,121,101,·,99,-0.1,4,106
Cc1ccc(NC(=O)Nc2ccc3c(c2)N(C)C(=O)CS3)cc1C,98,111,111,99,98,0.0,25,100
CN1CCN(C(=O)C(N)Cc2ccccc2)CC1 (configuration not stated),105,106,103,86,108,0.0,-1,102
O=C(CNS(=O)(=O)c1cccs1)Nc1ccc2c(c1)OCCO2,91,102,96,103,101,1.6,20,104
Cc1ccc(S(=O)(=O)N2CCCC2)cc1C(=O)NCc1ccccc1CN1CCCC1,90,92,92,92,93,0.1,0,92
Cc1ccc(S(=O)(=O)CCC(=O)OCc2ccccc2)cc1,99,103,99,103,104,0.1,2,94
O=C(c1ccc(Cl)cc1)C1CCCN(Cc2cnn(-c3ccccc3)c2)C1 (configuration not stated),110,85,98,106,97,0.1,5,112
N=C1C(=O)OCC1c1ccccc1NC(=O)Nc1ccccc1 (configuration not stated),89,93,92,99,100,0.0,15,101
CCOc1cc(C(=O)Nc2ccon2)cc(OCC)c1OCC,115,100,99,102,107,-0.2,23,92
COc1ccc(C(=O)N/C(=C\c2cn(S(=O)(=O)N(C)C)c3ccccc23)C(=O)NCCCn2ccnc2)cc1,109,90,132,101,99,-0.1,2,107
Oc1ccc(-c2cccc(-c3ccc(O)cc3)c2)cc1,99,90,109,98,101,-0.3,4,100
COc1cccc(N2C(=O)c3cccnc3C2O)c1 (configuration not stated),101,93,113,103,109,-0.2,·,117
CCCC(=O)Nc1nnc(S(=O)(=O)N(CC)c2ccc(OC)cc2)s1,99,90,107,100,106,0.0,·,96

# Whole records, quoted from the list.
# CN1CCN(C(=O)C(N)Cc2ccccc2)CC1 (configuration not stated) reads CIT2-GFP yeast: 105; Yeast superoxide: 106; MEP2 TOR yeast: 103; AGP1 TOR yeast: 86; RPL19A-GFP yeast: 108; Efflux pump mplx: 0.0; AHR activator: -1; LAP4 TOR yeast: 102
# CCOc1cc(C(=O)Nc2ccon2)cc(OCC)c1OCC reads CIT2-GFP yeast: 115; Yeast superoxide: 100; MEP2 TOR yeast: 99; AGP1 TOR yeast: 102; RPL19A-GFP yeast: 107; Efflux pump mplx: -0.2; AHR activator: 23; LAP4 TOR yeast: 92

# (cont.)
SMILES,CIT2-GFP yeast,Yeast superoxide,MEP2 TOR yeast,AGP1 TOR yeast,RPL19A-GFP yeast,Efflux pump mplx,AHR activator,LAP4 TOR yeast
Cc1cc(S(=O)(=O)N2CCN(c3ccccc3O)CC2)c(C)s1,84,99,94,85,85,0.1,-2,89
NNC(=O)c1cc(-c2cccs2)nc2ccccc12,97,87,103,98,99,0.1,15,103
O=S(=O)(Nc1nnc(C2CCCCC2)s1)c1ccc(F)cc1,92,108,97,95,107,0.0,0,94
CCCCn1c(SCC(=O)OCC)nc2c(sc(=S)n2-c2ccccc2OC)c1=O,100,92,104,94,110,-0.2,0,97
CNS(=O)(=O)c1cccc(C(=O)NCC(c2cccs2)N2CCOCC2)c1 (configuration not stated),97,88,99,112,102,0.1,0,105
CCOC(=O)C1=C(CC)Nc2ccccc2N=C1N,?,103,?,?,?,0.0,6,?
Cc1c(/C=N/Nc2ccc([N+](=O)[O-])cn2)c2ccccc2n1Cc1ccccc1,110,100,99,102,97,0.1,9,105
Cc1ccc(NC(=O)Cn2nnc(C(=O)NCc3cccs3)c2N)c(C)c1,101,111,92,102,103,0.1,9,93
Cc1cc(C)cc(N(CC(=O)NCc2ccco2)C(=O)c2snc(C(N)=O)c2N)c1,89,90,95,90,91,-0.1,5,95
Cn1cc(CN2CCCC(C(=O)c3nccn3C)C2)c(-c2cccc(Cl)c2)n1 (configuration not stated),99,100,102,99,97,-0.1,-1,98
COc1cccc(CN(C(=O)COc2ccc(Cl)cc2)C2CCS(=O)(=O)C2)c1 (configuration not stated),102,107,94,98,98,-0.1,3,91
CSCCC(NC(=O)c1ccc(C)o1)C(=O)O (configuration not stated),99,96,99,99,101,0.1,7,97
NC(=NC(=O)c1ccc(OCC(F)(F)F)nc1)c1ccccc1,97,93,102,104,100,-0.1,-3,112
COc1ccc(N/C(=N\c2nc(C)cc(C)n2)NC(C)=O)cc1OC,93,104,103,·,90,-0.1,37,100
O=C(NCCCc1ccccc1)c1ccc(CS(=O)Cc2ccccc2Cl)o1 (configuration not stated),103,120,101,100,98,0.0,2,93
Cc1cc(C(=O)NCC2CCCO2)n(-c2ccccc2)n1 (configuration not stated),101,93,96,105,100,0.0,-2,102
COC(=O)c1cc(-c2ccccc2)sc1NC(=O)CN1C(=O)c2ccccc2C1=O,93,92,101,102,100,0.1,1,100
COc1cccc(-c2cc(C(=O)Nc3cc(C)nn3-c3ccccc3)no2)c1,90,105,102,100,101,0.0,4,98
CC1=CC(C)C2C(=O)N(c3ccccc3)NC(=O)C2C1 (configuration not stated),99,108,98,102,97,0.0,-1,91
Cn1c(N)c(C(=O)COC(=O)c2ccc([N+](=O)[O-])o2)c(=O)n(C)c1=O,108,128,96,107,106,-0.1,2,92
CCOC(=O)C1CCCCN1Cc1cccc(Oc2ccccc2)c1 (configuration not stated),105,86,108,102,100,0.0,1,94
CCN(CC(=O)Nc1cc(Cl)ccc1C)C(=O)C1CC1,101,74,119,99,97,0.1,0,110
Cc1ccc(/C=N/OC(=O)c2nn(C)cc2Cl)cc1,98,97,96,95,96,0.0,-1,107
O=C(NCC1CCCO1)c1cccc2c1C(=O)c1ccc(N3CCC(Cc4ccccc4)CC3)cc1S2(=O)=O (configuration not stated),89,114,82,95,93,1.4,3,88
CN(C)S(=O)(=O)c1ccc(C(=O)Nc2nc(-c3ccccc3)c(C(=O)c3ccccc3)s2)cc1,114,96,77,111,109,0.3,1,92
Cc1ccc(NC(=O)CN(C)Cc2nc3ccccc3c(=O)[nH]2)c(Br)c1,105,102,103,103,102,-0.1,19,97
CC(=O)c1c(N2CCN(c3ccc(F)cc3)CC2)nc(=S)n(-c2ccccc2)c1C,107,107,98,88,107,0.4,3,83
CCN=C1SC(C(=O)Nc2ccccc2)CC(=O)N1CC (configuration not stated),98,96,98,102,96,0.1,0,97
CN1CCN(C(=O)c2ccc3c(c2)NC(=O)C(C)(C)O3)CC1,?,103,259*[may fluoresce violet],?,15*[may fluoresce violet],0.0,-3,139[may fluoresce violet]
Nc1c(C(O)(C(F)(F)F)C(F)(F)F)cc(C(O)(C(F)(F)F)C(F)(F)F)c2ccccc12,105,95,109,103,101,0.0,2,93
CSc1nc(Cl)cc(Nc2ccccc2N)n1,94,95,99,100,92,-0.1,4,101
CCOCCOC(=O)c1ccc(-n2cnc(C)n2)nc1,106,81,101,96,102,0.1,0,100
CN1C(=O)/C(=C/c2ccccc2OCc2ccccc2)NC1=S,98,101,110,106,104,0.0,90*,108
CCCCc1cc(=O)oc2cc(OCC(=O)N3CCC(C(=O)O)(c4ccccc4)CC3)ccc12,110,64*,105,106,102,0.0,1,103
Cc1ccc(CNC(=O)C2CCN(S(=O)(=O)c3c(C)noc3/C=C/N(C)C)CC2)cc1,101,96,100,102,104,0.0,-2,96
NC(=O)CC(NC(=O)Cc1ccc(Cl)cc1)c1ccc(NCCc2ccccc2F)c([N+](=O)[O-])c1 (configuration not stated),91,93,93,88,93,-0.1,2,120
CCOC(=O)c1c(NC(=O)CSc2nc3ccccc3o2)sc(C(C)=O)c1C,103,75,101,100,100,-0.3,14,100
Cc1[nH]cnc1CN1CCc2c(c3ccccc3n2C)C1=O,102,101,95,100,102,-0.1,1,112
CCOC(=O)/C(=C/c1ccc(OC)cc1)NC(=O)c1ccco1,95,88,88,94,91,-0.5,0,88
CCOC(=O)C1CCCN(S(=O)(=O)c2cc3c4c(c2)CCN4C(=O)CC3)C1 (configuration not stated),104,98,102,113,103,-0.1,0,99
CCC(=O)C1=C(N2CCCC2)CC(C)(C)CC1=O,92,120,96,98,·,0.2,5,98

# Assay outcomes (PubChem BioAssay)
